# Screening results: PubChem BioAssay, National Center for Advancing Translational Sciences (NCATS)
# ALOX12 inh: ALOX12 (human) lipoxygenase inhibition | purified 12hLO, xylenol orange hydroperoxide absorbance | actives 1.1% (n = 580,000) | P18054 | Potency, µM (top dose mostly 108 µM), for inactives: at the highest dose activity change, negative = inhibition, usual class: inhibitors; note: % is set by controls: 0 for no effect and ±100 for the full control effect
#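 Purified human 12hLO at 150 nM in 25 mM Hepes, 0.01% Triton X-100, pH 7.0, preincubated 15 min at room temperature with compound. Reaction started with 40 uM arachidonic acid, 30 min at room temperature. Hydroperoxide measured by Fe-xylenol orange, 573/405 nm absorbance ratio.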
# RXFP1 ag: RXFP1 (human) receptor agonism; Q9HBX9; HEK293T-RXFP1 cAMP TR-FRET, 30 min; response scale: percent of porcine relaxin response, buffer zero; Potency, µM (doses to about 57.5 µM), for inactives: at the highest dose activation, hits mostly activators; actives 0.3% (n = 370,000); AID 2676; note: % is set by controls: 0 for no effect and ±100 for the full control effect; nearly all actives have a fitted effect of over 60% in size; many of its hits are not listed in these tables
#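 HEK293T cells stably expressing RXFP1 were pretreated with the PDE4 inhibitor Ro 20174, exposed to compounds for 30 min at 37C, lysed, and cAMP was read by TR-FRET. Data normalized to buffer (basal) and 29 nM porcine relaxin (100%).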
# IDH1 R132H inh: human IDH1 R132H inhibition; actives 0.093% (n = 390,000); IDH1-R132H enzyme, NADPH consumption, diaphorase/resazurin fluorescence; Potency, µM (series often up to 76.6 µM), without a hit: at the highest dose activity change, negative = inhibition, most hits filed as inhibitors; AID 602179; O75874; note: % is set by controls: 0 for no effect and ±100 for the full control effect; nearly all actives have a fitted effect of over 65% in size
#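 IDH1-R132H (0.5 ug/mL dispensed) in pH 7.5 Tris buffer was preincubated 30 min with compound, then given a substrate mix of 0.016 mM NADPH and 2 mM alpha-KG for 80 min at room temperature; remaining NADPH was read by diaphorase/resazurin fluorescence.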
# RGS4 inhibitor: inhibitors of human regulator of G protein signaling 4. Transcreener GDP fluorescence polarization, RGS4-accelerated GTP hydrolysis. P49798. Potency, µM (series often up to 114 µM), inactives show top-dose activity change, negative = inhibition, usual class: inhibitors. actives 0.039% (n = 390,000); note: % is set by controls: 0 for no effect and ±100 for the full control effect; nearly all actives have a fitted effect of over 75% in size; some results filed as inactive show a strong effect at the top dose
# Target sequence (P49798 whole entry, looked up): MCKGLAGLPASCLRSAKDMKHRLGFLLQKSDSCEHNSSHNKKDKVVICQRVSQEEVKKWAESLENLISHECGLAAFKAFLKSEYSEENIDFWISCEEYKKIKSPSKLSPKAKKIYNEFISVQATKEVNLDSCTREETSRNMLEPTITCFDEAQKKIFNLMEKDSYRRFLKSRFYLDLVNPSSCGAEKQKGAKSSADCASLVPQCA
#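 MLSMR compounds (23 nl, pin-transferred) preincubated 10 min at room temperature with a 500nM (2x) first reagent, then RGS4 at 900nM (2x) plus Transcreener GDP mix added; fluorescence polarization (620/688 nm) read before and after 90 min at 30 °C.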
# USP1 inh: USP1/UAF1 (human) deubiquitinase inhibition. actives 0.23% (n = 390,000). Potency, µM (top dose mostly 57.1 µM), for the others: at the highest dose activity change, negative = inhibition, usual class: inhibitors. O94782. recombinant USP1/UAF1, Ub-Rhodamine cleavage fluorescence; note: % is set by controls: 0 for no effect and ±100 for the full control effect; nearly all actives have a fitted effect of over 60% in size; inactives centre near -12
# Target sequence (O94782 whole entry, looked up): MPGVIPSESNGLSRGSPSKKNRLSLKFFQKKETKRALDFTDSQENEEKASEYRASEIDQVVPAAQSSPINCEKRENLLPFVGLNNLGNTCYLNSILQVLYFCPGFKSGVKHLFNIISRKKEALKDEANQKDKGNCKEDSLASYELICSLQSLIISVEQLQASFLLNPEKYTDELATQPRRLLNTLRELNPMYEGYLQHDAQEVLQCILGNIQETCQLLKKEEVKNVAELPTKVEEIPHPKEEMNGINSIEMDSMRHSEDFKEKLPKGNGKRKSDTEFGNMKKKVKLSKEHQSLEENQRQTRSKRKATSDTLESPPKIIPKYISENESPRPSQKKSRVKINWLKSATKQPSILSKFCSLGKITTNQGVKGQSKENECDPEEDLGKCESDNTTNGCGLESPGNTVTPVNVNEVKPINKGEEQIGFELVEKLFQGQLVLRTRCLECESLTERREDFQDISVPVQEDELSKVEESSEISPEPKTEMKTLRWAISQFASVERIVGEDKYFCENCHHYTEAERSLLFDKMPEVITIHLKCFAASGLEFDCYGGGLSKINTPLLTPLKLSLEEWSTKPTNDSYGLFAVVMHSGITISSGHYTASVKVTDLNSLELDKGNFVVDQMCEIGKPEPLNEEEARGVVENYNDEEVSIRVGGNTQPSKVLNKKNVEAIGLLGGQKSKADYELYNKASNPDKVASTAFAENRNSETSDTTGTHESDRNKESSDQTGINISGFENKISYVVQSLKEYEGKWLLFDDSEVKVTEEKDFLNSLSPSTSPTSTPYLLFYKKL
#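 USP1/UAF1 complex at 1 nM was preincubated with compound for 15 min at room temperature, then Ub-Rho substrate (150nM final) was added. Fluorescence (480/540 nm) was read kinetically, 6 reads every 60 seconds.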
# rTrxR1 inhibitor: rat TrxR1 inhibition; O89049; recombinant rTrxR1, NADPH fluorescence consumption, selenite substrate; Potency, µM (highest dose often 114 µM), for inactives: at the highest dose activity change, negative = inhibition, actives largely listed as inhibitors; actives 1% (n = 390,000); AID 588453; note: % is set by controls: 0 for no effect and ±100 for the full control effect; nearly all actives have a fitted effect of over 65% in size
#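 Rat TrxR1 (90 nM in the dispensed reagent) was pre-reduced with 400 uM NADPH for 5 min at room temperature, then incubated with compound for 15 min. After 400 uM selenite was added, NADPH fluorescence (Ex 340/Em 450 nm) was followed for 8 min.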
# Vif-APOBEC3G blk: inhibitors of Vif-APOBEC3G interaction | actives 0.076% (n = 410,000) | HeLa A3G-eYFP + Vif (tagged APOBEC3G with the HIV-1 protein that degrades it), YFP fluorescence, overnight | Potency, µM (doses to about 46.1 µM), for the others: top-dose activity, negative = active, most hits filed as inhibitors | AID 602310 | Q9HC16;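 note: % is set by controls: 0 for no effect and ±100 for the full control effect; nearly all actives have a fitted effect of over 60% in size; hits raise eYFP signal because A3G escapes Vif-driven loss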
#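 HeLa cells stably expressing Vif and C-terminally eYFP-tagged A3G, seeded overnight at 37 deg C, then exposed to compound by pintool overnight at 37 deg C. Rise in yellow fluorescence (Ex 488/Em 500-530, Acumen) marks blocked Vif-driven A3G degradation.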
# Vif-APOBEC3F blk: inhibitors of Vif-A3F interaction; Potency, µM (series often up to 46.1 µM), inactives show top-dose activity, negative = active; actives 0.2% (n = 390,000); HeLa A3F-eYFP + Vif (tagged APOBEC3F with the HIV-1 protein that degrades it), YFP fluorescence increase; AID 602313; note: % of control where 0% means no effect; nearly all actives have a fitted effect of over 65% in size
#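 Fluorescence increase (Ex 488/Em 500-530) after overnight compound treatment at 37 deg C flags inhibition of Vif-driven A3F-eYFP loss in stable HeLa A3F-eYFP/Vif cells seeded overnight beforehand.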
# TrxR1 substrate: substrates of rat thioredoxin reductase 1; actives 0.01% (n = 390,000); O89049; Potency, µM (doses to about 114 µM), inactives show at the top dose activity change, negative = substrate turnover; AID 588456; purified TrxR1 substrate turnover, NADPH consumption readout; note: % is set by controls: 0 for no effect and ±100 for the full control effect; nearly all actives have a fitted effect of over 50% in size
#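 Rat TrxR1, dispensed at 90 nM, was prereduced with 400 uM NADPH (final) for 5 min at ~22 deg C, then incubated with compound 15 min before 400 uM selenite. A first-read NADPH fluorescence drop versus no-compound background flagged substrates.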
# Active calls of the source: *; u = inconclusive; x = no result given; [ ] = another dose, or the depositor's remark. Calls come from the whole dose curve; as a rule, active = well fitted curve in the direction sought with a large enough effect; inconclusive = small, poorly fitted or top-dose-only effect, or another doubt; inactive = no such curve, though single readings can be large; an effect the other way counts as inactive or inconclusive. Potency is the fitted concentration of half-maximal effect. Some of the compounds tested; count on the stated rates, not on these rows.
SMILES,ALOX12 inh,RXFP1 ag,IDH1 R132H inh,RGS4 inhibitor,USP1 inh,rTrxR1 inhibitor,Vif-APOBEC3G blk,Vif-APOBEC3F blk,TrxR1 substrate
COc1ccc(CCn2cc(C#N)c(=O)[nH]c2=O)cc1OC,-2%,0.0%,1%,15%,-21%,10%[57.1 µM],-5%,12%,5%[57.1 µM]
CC1CCc2c(nc3ncnn3c2N2CC(C)OC(C)C2)C1 (stereo not given),u,7.0%,2%,-4%,-6%,-26%,1%,-4%,-7%
CC1CCC(NC(=O)c2ccc(NC(=O)CC3SC(N4CCCC4)=NC3=O)cc2)CC1 (stereo not given),-21%,-0.2%,1%,0%,-13%,6%,4%,0%,2%
COCCNS(=O)(=O)c1cc(OC)c(C)cc1C,-11%,-0.8%,6%,-9%,-19%,-17%,-4%,-3%,-17%
O=C(O)CN1C(=O)C2C3C=CC(C3)C2C1=O (stereo not given),3%[57.4 µM],-0.2%,2%,9%,-7%,23%,1%,1%,7%
Cc1ccccc1Cn1c(CN2CCC(C(=O)NCCc3ccccc3)CC2)cc2ccccc21,-23%,0.7%,-3%,16%,u,23%[57.1 µM],0%,-15%,0%[57.1 µM]
Cc1ccccc1OCCCCn1c(-c2ccc(Cl)cc2)nc2ccccc2c1=O,-6%,4.2%,-14%,-12%,-11%,20%,3%,2%,0%
CCOC(=O)C(OC(=O)c1sc(=S)n(C)c1C)C(C)=O (stereo not given),461%[activator],-0.3%,-1%,-6%,2%,-8%,-4%,-2%,-11%
Cc1ccc(/C(O)=C2/C(=O)C(=O)N(Cc3ccco3)C2c2cccs2)cc1 (stereo not given),u,11%,-2%,-18%,-10%,-26%[57.1 µM],-1%,-3%,2%[57.1 µM]
COc1ccc(CCN(C)C(=O)c2ccc(OCC(=O)N3CCOCC3)c(OC)c2)cc1OC,3%,0.1%,2%,-3%,-6%,-8%,0%,-10%,-2%
COC(=O)Cc1cc(=O)n(-c2ccccc2)[nH]1,6%[57.4 µM],-1.0%,-6%,-28%,-7%,-17%,-5%,-5%,12%
CCN(CC)S(=O)(=O)c1ccc(OC)c(NC(=O)Cc2cccs2)c1,u,3.4%,-1%,-23%,-14%,-10%,0%,9%,-2%
CC(C)(C)n1nc2c(c1NC(=O)c1cc3ccccc3o1)CS(=O)(=O)C2,-5%,0.5%,-4%,4%,-22%,3%,1%,3%,-3%
CCC(=O)c1cn(CC(=O)Nc2cccc(C)c2C)c2ccccc12,14%,14%,0%,12%,-14%,26%[11.4 µM],-1%,-11%,13%[2.29 µM]
COc1cccc(-c2noc(C3CCCN(C(=O)CC(C)(C)C)C3)n2)c1 (stereo not given),-1%,1.0%,-2%,-13%,-14%,-15%,-1%,5%,-16%
CC1CN(S(=O)(=O)c2ccc(F)cc2)CN1C(=O)N1CCOCC1 (stereo not given),-1%,3.5%,10%,-9%,u,35%[57.1 µM],3%,11%,10%[57.1 µM]
CC(=O)c1ccc(NC(=O)CCCSc2nc(-c3ccco3)cc(C(F)(F)F)n2)cc1,-21%,3.8%,2%,-8%,-19%,u,5%,0%,-15%
COCC1CCCN(Cc2cn(-c3ccccc3F)nc2-c2cc(C)sc2C)C1 (stereo not given),0%,3.2%,-2%,14%,-8%,2%,6%,-17%,0%
CC1(C)OC(=O)C=C(CC2NS(=O)(=O)OC3CCCCC23)O1 (stereo not given),-7%,0.9%,-5%,11%,-1%,7%,2%,-4%,0%[57.1 µM]
CCC1CCCCN1C(=O)c1sc2ncnc(N(CC)CC)c2c1C (stereo not given),1%,8.7%,8%,-10%,-10%,4%,-1%,-2%,1%
COc1ccccc1CN1CCN(Cc2nc(-c3cccs3)no2)CC1,0%,3.9%,2%,-6%,-20%,2%,-2%,-13%,-3%
O=C(Cc1ccccc1[N+](=O)[O-])Nc1ccc2c(c1)OCCO2,-10%,-0.5%,4%,5%,-21%,-18%,1%,-14%,-6%
CC(C)CC(=O)Nc1ccc(Oc2ccc3c(c2)C(=O)NC3=O)cc1,10%,0.0%,-5%,8%,-22%,25%,2%,-1%,-2%
CC(O)[C@H]1CNC(=O)C(=O)N1CCC12CC3CC(CC(C3)C1)C2 (stereo not given in full),u,0.0%,1%,9%,-18%,11%[57.1 µM],5%,5%,5%[57.1 µM]
COc1cccc(/C=N/n2c(=S)n(C)c3ccccc32)c1OC,u,0.2%,3%,-19%,-18%,-12%,-4%,-2%,-6%

# Next section:
SMILES,ALOX12 inh,RXFP1 ag,IDH1 R132H inh,RGS4 inhibitor,USP1 inh,rTrxR1 inhibitor,Vif-APOBEC3G blk,Vif-APOBEC3F blk,TrxR1 substrate
COCCNC(=O)c1cc(-c2ccccc2)n(CC2CC(c3ccc(OC)cc3)=NO2)n1 (stereo not given),u,3.2%,0%,-13%,-15%,59%[activator],3%,4%,19%
Cc1oc(-c2nc3ccccc3n2C)cc1C(=O)c1ccccc1,u,9.8%,2%,u,-22%,u,0%,-13%,-5%
Nc1ncnc2c1ncn2[C@@H]1O[C@H](CNC(=O)[C@@H](N)CO)[C@@H](O)[C@H]1O,14%,x,-11%,-6%,-27%,13%,-1%,-3%,0%
Cc1ccc(C(CNS(=O)(=O)c2ccc(C)cc2)N2CCN(C)CC2)cc1 (stereo not given),u,1.1%,4%,-16%,-6%,-6%,1%,-4%,-7%
OCC#CCSc1nnc(-c2cccc3ccccc23)o1,-17%,1.4%,x,-15%,x,18%[57.1 µM],-8%,1%,10%[57.1 µM]
CN1C=CC(=O)[C@@H](OC(=O)Nc2ccc(Br)cc2)[C@H]1c1ccccc1Br,-14%,x,2%[38.3 µM],14%,-23%,8%,-7%,-1%,1%
Cc1cc(NC(=O)CSCC(=O)N(C)Cc2ccc(Cl)c(Cl)c2)no1,480%[activator],-2.3%,0%,6%,-20%,10%,1%,3%,-5%
CN1OC[C@@H]2CN[C@H](c3cccc(-c4ccccc4)c3)C[C@@H]21,-9%,x,2%[38.3 µM],6%,-5%,-32%,3%,4%,0%
CC/C(=N\NC(=O)CSCc1ccccc1Cl)c1ccc2c(c1)OCCO2,16%,-0.3%,1%,3%,-19%,16%,-4%,-9%,8%
O=C(O)C1CSC2(c3ccc(F)cc3)CCC(=O)N12 (stereo not given),41%[activator],-0.9%,-14%,-1%,-8%,21%,3%,-1%,0%
Cc1cc(C)n(C(N)=NC(=O)c2ccc([N+](=O)[O-])cc2)n1,27%,-0.8%,6%,21%,-6%,24%[2.29 µM],2%,-5%,10%[57.1 µM]
S=C(NCCc1ccccc1)N1CCN(C23CC4CC(CC(C4)C2)C3)CC1,-3%,-1.7%,13%,-20%,-19%,-13%,0%,-1%,-10%
CCc1nc(N2CCN(Cc3ccc4c(c3)OCO4)CC2)c2oc3ccccc3c2n1,-14%,4.0%,1%,-23%,-24%,50%[activator],-18%,-3%,42%[activator]
Cc1nn(-c2ccccc2)c(N)c1C1(O)C(=O)Nc2ccccc21 (stereo not given),0%,-1.0%,-15%,22%,-15%,-7%,-5%,3%,-6%
CCN(CC)c1ccc(C(=O)NNC(=O)Cn2c(=O)cnc3ccccc32)cc1,5%,x,-5%,x,5%,x,-6%,0%,x
COc1cc(-c2nnc(COC(=O)c3cc(C)no3)o2)cc(OC)c1OC,21%,0.0%,2%,8%,-1%,5%,-1%,3%,6%
CCc1cccc(NC(=O)COC(=O)c2c(C)nn(-c3ccccc3)c2C)c1,u,x,-2%,x,-23%,x,1%,2%,x
CSc1nc2c([nH]c3ccccc32)c(=O)n1-c1ccc(F)cc1,-17%,3.4%,19%,-16%,-21%,10%[57.1 µM],-11%,-3%,6%[57.1 µM]
CCN(C1CCCCC1)S(=O)(=O)CCNC(=O)c1ccccc1,-2%,2.3%,1%,10%,-13%,-2%,-2%,-6%,-3%
Cc1ccnc(N2CCN(C(=O)CSc3nc4ccccc4nc3N3CCCCC3)CC2)c1,0%,1.6%,0%,2%[11.4 µM],-12%,9%,0%,-4%,6%[57.1 µM]
CC(=O)N1CCN(C(=O)CNC(=O)c2cccs2)CC1,-3%,0.4%,-1%,11%,-9%,12%,-5%,2%,4%
Nc1c(C(=O)O)cnc2c(-c3ccc(Cl)cc3)cnn12,u,4.8%,-1%,-12%,-6%,17%[57.1 µM],-5%,12%,10%[57.1 µM]
